Compound activity deposited in PubChem by National Center for Advancing Translational Sciences (NCATS).
DT40 TDP1 CPT = growth inhibition of DT40 Tdp1-/-;hTDP1 cells with camptothecin (screen for TDP1 inhibitors); chicken DT40 Tdp1-/-;hTDP1 cells + 20 nM CPT, ATP luminescence, 48 h; Potency, µM (series often up to 46.2 µM), inactives show at the top dose activity change, negative = growth inhibition, most hits filed as inhibitors; 12% of 420,000 active; note: nearly all actives have a fitted effect of over 55% in size
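Cell growth measured by CellTiter-Glo luminescence after a minimum 48 h, 37 C compound exposure with 20 nM CPT in Tdp1-knockout DT40 cells stably expressing hTDP1, seeded 400/well; qHTS titration format.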
TDP1 cell noCPT = qHTS for Inhibitors of human tyrosyl-DNA phosphodiesterase 1 (TDP1): qHTS in cells in absence of CPT; DT40 Tdp1-/- hTDP1 cells, no CPT, ATP luminescence, 48 h; AID 686978, 2013; 15% of 420,000 active; Potency, µM (top dose mostly 46.2 µM), inactives show top-dose activity change, negative = growth inhibition, usual class: inhibitors; note: nearly all actives have a fitted effect of over 55% in size
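DT40 Tdp1-/-;hTDP1 cells, no CPT (DMSO vehicle only), 400 cells/well; compounds pin-transferred; ≥48 hr, 37 °C; CellTiter-Glo 30 min RT dark, luminescence read.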
TDP1 block = inhibitors of human tyrosyl-DNA phosphodiesterase TDP1; Q9NUW8; recombinant TDP1, AlphaScreen DNA substrate cleavage; Potency, µM (doses to about 130 µM), for inactives: top-dose activity change, negative = inhibition, hits mostly inhibitors; 0.28% of 350,000 active; note: nearly all actives have a fitted effect of over 40% in size
Target sequence (Q9NUW8 whole entry, looked up): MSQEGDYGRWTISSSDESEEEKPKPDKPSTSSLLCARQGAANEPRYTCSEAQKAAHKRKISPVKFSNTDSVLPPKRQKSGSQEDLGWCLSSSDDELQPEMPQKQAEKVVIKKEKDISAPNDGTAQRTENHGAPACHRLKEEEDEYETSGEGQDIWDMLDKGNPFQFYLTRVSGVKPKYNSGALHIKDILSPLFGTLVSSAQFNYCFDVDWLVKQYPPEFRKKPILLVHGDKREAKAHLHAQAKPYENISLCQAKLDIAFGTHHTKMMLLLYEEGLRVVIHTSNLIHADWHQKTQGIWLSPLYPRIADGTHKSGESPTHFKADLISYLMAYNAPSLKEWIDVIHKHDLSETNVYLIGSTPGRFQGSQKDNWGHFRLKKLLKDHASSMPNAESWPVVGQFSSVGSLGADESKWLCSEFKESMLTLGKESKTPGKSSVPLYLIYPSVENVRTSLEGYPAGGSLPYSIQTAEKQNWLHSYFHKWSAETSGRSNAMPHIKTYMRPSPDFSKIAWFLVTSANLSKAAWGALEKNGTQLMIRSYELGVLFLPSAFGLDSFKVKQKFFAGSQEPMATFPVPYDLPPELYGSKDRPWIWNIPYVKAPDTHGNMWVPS
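Enzyme-compound mixtures sat 15 min at room temperature, followed by a 5 min reaction with 15 nM final substrate and 10 min with AlphaScreen beads. Recombinant human Tdp1 was used at 1 nM final.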
* hit, by the source's call; u = inconclusive; x = no result given; [ ] = remark or other dose. Calls come from the whole dose curve; as a rule, active = well fitted curve in the direction sought with a large enough effect; inconclusive = small, poorly fitted or top-dose-only effect, or another doubt; inactive = no such curve, though single readings can be large; an effect the other way counts as inactive or inconclusive. % is set by controls: 0 for no effect and ±100 for the full control effect; potency is the fitted concentration of half-maximal effect.

SMILES | DT40 TDP1 CPT | TDP1 cell noCPT | TDP1 block
COc1cc(C(=O)Nc2ccc(S(=O)(=O)Nc3cnc4ccccc4n3)cc2)cc(OC)c1OC | -1.5% | 14.3% | x
Nc1nnc(SC2CC(=O)N(c3ccccc3)C2=O)s1 (stereo not given) | 7.31µM* | 3.26µM* | 5.0%
O=C(COC(=O)c1ccccc1O)Nc1cccc(S(=O)(=O)NC2=NCCCCC2)c1 | u | u | x
COc1ccc(-c2cn[nH]c2-c2ccc(OCc3ccccc3)cc2O)cc1 | u | u | x
CCOc1ccc(-c2c(C(=O)N/N=C/c3ccco3)nnn2-c2nonc2N)cc1 | u | u | 2.1%
CCCN1CCC(NC(=S)Nc2ccc(C(=O)OCC)cc2)CC1 | u | u | 0.0%
O=C(NCCc1ccc(Cl)cc1)C1CC(=O)N(CCc2ccccc2)C1 (stereo not given) | -19.6% | -0.3% | 0.3%
CN(c1cccc(Cl)c1)S(=O)(=O)c1cccc(C(=O)Nc2ccc3c(c2)CCC3)c1 | 23.1µM* | 11.6µM* | -0.6%
CC(C)C(=O)Nc1ccc(NC(=O)c2ccco2)cn1 | -10.7% | -2.2% | 9.8%
CC1CCCC(NC(=O)COC(=O)c2ccc([N+](=O)[O-])s2)C1C (stereo not given) | 0.8% | -22.0% | 0.4%
COC(=O)[C@@H]1CC[C@@](C)(c2ccc(OC)cc2)C1(C)C | -16.0% | -22.4% | -17.9%
CC(=O)Nc1ccc2nc(NC(=O)c3cccnc3)sc2c1 | u | u | 7.2%
O=c1c2sccc2[nH]c(=S)n1Cc1ccccc1 | 5.7% | -8.9% | 4.3%
CC1CCN(C2=NN3C(=N)/C(=C\c4ccc(OC(=O)c5ccco5)cc4)C(=O)N=C3S2)CC1 | -4.4% | u | x
COC(=O)Nc1ccc([N+](=O)[O-])cc1OC | 10.9% | -6.5% | 0.0%

Random excerpt: 3 entries already listed.
SMILES | DT40 TDP1 CPT | TDP1 cell noCPT | TDP1 block
COc1ccc(-c2cn[nH]c2-c2ccc(OCc3ccccc3)cc2O)cc1 | u | u | x
Nc1nnc(SC2CC(=O)N(c3ccccc3)C2=O)s1 (stereo not given) | 7.31µM* | 3.26µM* | 5.0%
COC(=O)Nc1ccc([N+](=O)[O-])cc1OC | 10.9% | -6.5% | 0.0%

(further entries)
SMILES | DT40 TDP1 CPT | TDP1 cell noCPT | TDP1 block
COC(=O)Cn1c(=NC(=O)C2CC2)sc2c(C)cc(C)cc21 | u | u | x
CC(C)NC(=O)C1CCN(C2CCN(C(=O)c3cc4c(s3)CCCCC4)CC2)CC1 | u | u | 4.7%
C=CCC(Nc1ccco1)c1ccccc1 (stereo not given) | -18.0% | -21.2% | 11.4%
CCCN(CCC)C(=O)c1c[nH]c2ccc(S(=O)(=O)N(C)c3ccc(OCC)cc3)cc2c1=O | u | u | 2.8%
COc1ccccc1/C=C(\C)C(=O)c1c(C)cc(C)[nH]c1=O | -0.5% | 13.2% | x
CCOC(=O)N1CCC(N(C(=O)Nc2ccc(Cl)c(Cl)c2)C(C)CC)CC1 (stereo not given) | 23.1µM* | 10.3µM* | 1.1%
COc1ccccc1C/C(N)=N/OC(=O)c1ccco1 | 20.6µM* | -2.2% | 7.4%
CC(C)C(=O)NNC(=O)c1cc2sccc2s1 | 13.8% | -3.5% | 2.9%
COCCN1C(=O)/C(=C/c2ccc(OCc3ccc(C(=O)O)cc3)c(OC)c2)SC1=Nc1ccccc1 | 23.1µM* | 20.6µM* | 5.1%
COc1ccc(OCC(=O)N2c3ccc(C)cc3C3CN(C)CCC32)cc1 (stereo not given) | 18.3% | 2.3% | -2.6%
CCOC(=O)c1c(C)[nH]c(C(=O)Cn2c(=O)c3c(ncn3CC)n(Cc3ccccc3)c2=O)c1C | 25.9µM* | u | 11.7%[56.1 µM]
COCc1nc2ccccc2n1CCc1ccccc1 | -21.9% | u | 6.7%
Nn1c(SCC(=O)Nc2nc3ccccc3s2)nncc1=O | -6.7% | -1.7% | -12.7%
NCC1CC2c3ccccc3C1c1ccccc12 (stereo not given) | 5.1% | u | x
COCCNC(=O)c1ccc(NC(=O)N2CCCCc3ccccc32)cc1 | -5.3% | -10.1% | 0.6%
COc1cc(/C=C/c2nc(C#N)c(N3CCC(C)CC3)o2)cc(OC)c1OC | 10.3µM* | 7.31µM* | 2.3%
O=C(CSc1ccccc1C(=O)NCc1ccccc1)NC1CCCCCCC1 | u | u | 2.6%
C[C@H](NC(=O)c1nc[nH]c1C(=O)N[C@@H](CCCCNC(=O)OC(C)(C)C)C(=O)OC(C)(C)C)c1ccccc1 | u | 23.1µM* | 8.3%
O=C(/C=C/c1ccc(F)cc1)NC(=S)Nc1ccccc1 | u | 20.6µM* | x
CC1(C(=O)Nc2ccccc2)Cc2c(-c3ccc4c(c3)OCO4)ccnc2O1 (stereo not given) | u | -13.4% | x
COc1ccc(C(=O)N2CCN(c3ncccn3)CC2)cc1[N+](=O)[O-] | -0.2% | u | 1.4%
COc1cc(C2=NOC(C(=O)Nc3cc(C)on3)C2)cc(OC)c1OC (stereo not given) | -13.8% | -2.4% | 2.8%
COc1cc2ccccc2cc1C(=O)Nc1ccc(Cl)cn1 | -25.6% | u | x
COc1cc(-c2nnc(SCC(=O)Oc3ccc(C)cc3C)o2)cc(OC)c1OC | 1.1% | 0.5% | 8.6%
O=C(COc1ccccc1[N+](=O)[O-])NCC1(N2CCCCC2)CCCCC1 | u | u | 0.1%
Cc1cc(/C=N/O)c(C)n1-c1ccc(Br)cc1 | 0.9% | u | 5.8%
Brc1cccc(OCCCCN2CCCCC2)c1 | 3.6% | u | -3.5%
CCN(CC)S(=O)(=O)c1ccc(Cl)c(NC(=O)COC(=O)c2cc(-c3ccccc3Cl)nc3ccccc23)c1 | -21.4% | -27.9% | -0.6%
CSc1nc2c([nH]1)c(=S)n(C)c(=O)n2C | 5.8µM* | 5.17µM* | x
C#CCOCCOCCOCCNc1nc(N2CCN(C(=O)C([C@@H](C)O)n3cc([C@@H](N)CCCCN)nn3)CC2)nc(N2CCN(C(=O)[C@H](CCC(=O)O)n3cc([C@@H](N)CCCCN)nn3)CC2)n1 (stereo not given in full) | -2.7% | 4.8% | 3.1%
COCCn1c(=O)[nH]c(=O)c2c(C(F)(F)F)cc(-c3cccs3)nc21 | 0.0% | -29.2% | 0.0%
O=C(O)CCC1(CCC(=O)O)CCCC(CCC(=O)O)(CCC(=O)O)C1=O | -14.9% | -6.3% | x
CCNc1nc(NCC)n2c(SCC(=O)N(CC)C3CCCCC3)nnc2n1 | u | u | 1.9%
Cc1sc2ncn(CC(=O)N3CCN(c4ccccc4)CC3)c(=O)c2c1S(=O)(=O)N1CCC(C)CC1 | u | 23.1µM* | 11.8%
CCn1c(CCNC(=O)c2ccc(Cl)cc2Cl)n[nH]c1=S | -27.7% | -13.7% | -8.6%
CC(C)C(=O)Nc1cccc2nsnc12 | u | u | 5.8%
CCOC(=O)C1CCN(C(=O)c2ccc(OC3CCN(C(=O)COC)CC3)cc2)CC1 | 0.2% | 6.1% | 2.2%
CC(=O)c1cccc(NC(=O)Nc2ccc(C)cc2)c1 | 4.6% | -22.1% | 4.7%
Nc1ccccc1-c1ccc(Cl)cc1 | -4.4% | -26.1% | x
Nc1c(O)ccc2c1C(=O)c1ccccc1C2=O | u | u | 3.2%
CC1CCC(C(C)C)C2=C1C(C#N)(C#N)C(C#N)(C#N)C(c1ccccc1)N2 (stereo not given) | u | 18.4µM* | 8.5%
CCOc1ccc(CN(C(=O)c2cccs2)C2CCS(=O)(=O)C2)cc1 (stereo not given) | -15.1% | 0.4% | 3.1%[56.1 µM]
CC(=O)NNc1cccc(Cl)n1 | -12.9% | -22.5% | -9.9%
O=C(/C=C/c1ccccc1)N/C(=C\c1ccco1)C(=O)NCCO | 6.2% | -7.2% | -2.0%
CC(=O)Nc1ccc(NC(=O)CSc2ncc(C(=O)Nc3ccccc3)c(=O)n2C)cc1 | 20.6µM* | 20.6µM* | -0.2%
Cn1cccc1C(=O)N1CCC2(CCN(Cc3ccccc3)CC2)CC1 | -0.2% | -5.8% | x
CC1CCN(S(=O)(=O)c2cccc(C(=O)Nc3nccs3)c2)CC1 | u | -24.9% | 6.6%
COc1ccc(C2=Cc3ccccc3C(CC(=O)C3CC3)N2c2ccc(C#CCCO)cc2)cc1 (stereo not given) | u | u | x
Cc1ccc(OC(=O)c2cccc(S(=O)(=O)N(C)C)c2)c(-n2nc3ccccc3n2)c1 | u | -6.1% | 3.5%
Cc1ccc(C2=NN(S(C)(=O)=O)C(c3cccs3)C2)cc1 (stereo not given) | -18.3% | u | -1.0%
CC(C)NC(=O)N1CC[C@@]2(CCCN(C(=O)c3csnn3)C2)C1 | 6.1% | 0.3% | x
O=C(O)Cn1cc(F)c(=O)[nH]c1=O | -2.9% | -2.0% | x
CC(C)C[C@@H](CN(C)N=O)N(C[C@H](Cc1ccccc1)N(CCc1ccccc1)N=O)N=O | u | 18.4µM* | 1.3%
CCn1c(CCNC(=O)c2ccc(OC)c(OC)c2)nc2ccccc21 | -16.0% | u | 2.5%
CSc1ccccc1NC(=O)C(C)N(C)CC(=O)N1CCN(Cc2ccccc2)CC1 (stereo not given) | u | 20.6µM* | x
CC(OC(=O)c1ccc(Cl)cc1)C(=O)NCC1CCCCC1 (stereo not given) | -20.9% | 9.8% | 0.5%
CSc1ccccc1NC(=O)CSCc1ccc(C)cc1 | -25.5% | u | -10.5%
COc1cccc(Nc2nc(N)c([N+](=O)[O-])c(NCc3ccco3)n2)c1 | u | u | -2.6%
Cc1c(Br)cnn1C(C)C(=O)N1CCN(c2ccc(F)cc2)CC1 (stereo not given) | 0.4% | u | 2.4%
COc1ccc(CNc2ncnc3ccc(-c4ccoc4)cc23)c(OC)c1 | u | -25.9% | x

(listing goes on)
SMILES | DT40 TDP1 CPT | TDP1 cell noCPT | TDP1 block
O=C(O)C1CCC(CNS(=O)(=O)c2ccc(Cl)cc2)CC1 (stereo not given) | 2.8% | 18.2% | x
CC(C)(C)OC(=O)NCCc1n[nH]c(=S)o1 | 10.4% | 4.7% | 7.1%
Cc1ccc(N(CC(=O)Nc2cccc(N(C)S(C)(=O)=O)c2)S(C)(=O)=O)cc1 | u | u | 8.1%
Cc1ccc(C(C(=O)NC(C)(C)C)N(C(=O)c2csnn2)C2CC2)cc1 (stereo not given) | -20.5% | -10.1% | -1.6%[56.1 µM]
O=C(O)COCC(=O)Nc1ccc(Oc2ncnc3cc(Cl)ccc23)nc1 | 2.2% | -8.5% | x

Compounds from the list above that have an NH in an aromatic ring:
SMILES | DT40 TDP1 CPT | TDP1 cell noCPT | TDP1 block
COc1ccc(-c2cn[nH]c2-c2ccc(OCc3ccccc3)cc2O)cc1 | u | u | x
O=c1c2sccc2[nH]c(=S)n1Cc1ccccc1 | 5.7% | -8.9% | 4.3%
CCCN(CCC)C(=O)c1c[nH]c2ccc(S(=O)(=O)N(C)c3ccc(OCC)cc3)cc2c1=O | u | u | 2.8%
COc1ccccc1/C=C(\C)C(=O)c1c(C)cc(C)[nH]c1=O | -0.5% | 13.2% | x
CCOC(=O)c1c(C)[nH]c(C(=O)Cn2c(=O)c3c(ncn3CC)n(Cc3ccccc3)c2=O)c1C | 25.9µM* | u | 11.7%[56.1 µM]
C[C@H](NC(=O)c1nc[nH]c1C(=O)N[C@@H](CCCCNC(=O)OC(C)(C)C)C(=O)OC(C)(C)C)c1ccccc1 | u | 23.1µM* | 8.3%
CSc1nc2c([nH]1)c(=S)n(C)c(=O)n2C | 5.8µM* | 5.17µM* | x
COCCn1c(=O)[nH]c(=O)c2c(C(F)(F)F)cc(-c3cccs3)nc21 | 0.0% | -29.2% | 0.0%
CCn1c(CCNC(=O)c2ccc(Cl)cc2Cl)n[nH]c1=S | -27.7% | -13.7% | -8.6%
O=C(O)Cn1cc(F)c(=O)[nH]c1=O | -2.9% | -2.0% | x
CC(C)(C)OC(=O)NCCc1n[nH]c(=S)o1 | 10.4% | 4.7% | 7.1%
